Assay outcomes deposited in PubChem BioAssay by Sanford-Burnham Center for Chemical Genomics.
Jurkat NFkB inh: inhibitors of the PMA/ionomycin-induced NF-kB reporter in Jurkat cells; AID 435003; PMA/ionomycin-induced NF-kB luciferase reporter, luminescence; 0.53% of 330,000 active; inhibition, % at 4 µM
697 NFkB inh: inhibitors of the PMA/ionomycin-induced NF-kB reporter in 697 B cells. 697 B-cell NF-kB luciferase reporter, 16 h. inhibition, % at 4 µM. 0.33% of 330,000 active. AID 435022; in the data active = inhibition above about 35%
EBI2 antag: blocks human EBI2 receptor beta-arrestin signaling; inhibition, % at 5 µM; EBI2 beta-arrestin recruitment, luminescence, 7a,25-OHC stimulated; AID 651636; P32249; 0.81% of 360,000 active; in the data active = inhibition above about 38%;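 note: enzyme fragment complementation signal reports receptor beta-arrestin coupling in cells; 0% = agonist plus DMSO wells and 100% = wells without agonist; some results beyond the cut were filed as inactive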
Apaf1 inhib: inhibitors of human Apaf-1 apoptosome; O14727; reconstituted apoptosome caspase-3 activity, DEVD-Rh110 fluorescence; inhibition, % at 20 µM; 0.71% of 330,000 active; active = inhibition of at least 40% at 20 µM;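 note: plate controls were DMSO wells for no effect and DEVD-CHO caspase inhibitor wells for full effect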
Target sequence (O14727 whole entry, looked up): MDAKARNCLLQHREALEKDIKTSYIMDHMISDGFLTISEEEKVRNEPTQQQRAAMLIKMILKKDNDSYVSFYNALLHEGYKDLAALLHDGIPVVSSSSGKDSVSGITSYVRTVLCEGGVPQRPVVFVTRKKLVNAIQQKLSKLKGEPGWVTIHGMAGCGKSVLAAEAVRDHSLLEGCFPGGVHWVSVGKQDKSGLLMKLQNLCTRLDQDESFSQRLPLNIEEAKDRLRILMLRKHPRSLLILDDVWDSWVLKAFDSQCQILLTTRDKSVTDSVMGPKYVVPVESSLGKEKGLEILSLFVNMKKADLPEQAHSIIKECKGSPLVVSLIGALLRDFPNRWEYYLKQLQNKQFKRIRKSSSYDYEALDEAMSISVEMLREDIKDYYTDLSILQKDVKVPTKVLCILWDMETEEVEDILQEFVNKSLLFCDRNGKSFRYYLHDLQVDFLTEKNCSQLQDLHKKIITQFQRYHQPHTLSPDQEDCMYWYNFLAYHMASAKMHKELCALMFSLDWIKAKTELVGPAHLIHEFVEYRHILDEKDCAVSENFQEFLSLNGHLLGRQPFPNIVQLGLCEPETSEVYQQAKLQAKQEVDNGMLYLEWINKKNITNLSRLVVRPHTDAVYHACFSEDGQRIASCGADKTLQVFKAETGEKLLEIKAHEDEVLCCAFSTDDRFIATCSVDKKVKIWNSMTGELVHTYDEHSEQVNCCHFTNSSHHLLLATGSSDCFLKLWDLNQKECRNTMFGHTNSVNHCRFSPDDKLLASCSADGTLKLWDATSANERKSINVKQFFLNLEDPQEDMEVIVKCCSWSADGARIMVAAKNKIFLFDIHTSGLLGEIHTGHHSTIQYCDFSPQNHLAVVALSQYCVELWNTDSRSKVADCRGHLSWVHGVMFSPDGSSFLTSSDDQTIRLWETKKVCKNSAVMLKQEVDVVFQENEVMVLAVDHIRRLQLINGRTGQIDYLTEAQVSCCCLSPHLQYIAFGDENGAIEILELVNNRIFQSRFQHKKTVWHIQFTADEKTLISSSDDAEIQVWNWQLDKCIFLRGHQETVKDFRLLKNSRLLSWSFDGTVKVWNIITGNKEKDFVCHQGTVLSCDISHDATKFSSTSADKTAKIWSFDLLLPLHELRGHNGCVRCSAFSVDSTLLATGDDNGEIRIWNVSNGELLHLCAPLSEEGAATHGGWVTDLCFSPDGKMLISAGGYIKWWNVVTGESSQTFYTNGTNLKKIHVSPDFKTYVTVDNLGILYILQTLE
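Assay system – apoptosome proteins · Medium – Hepes buffer, pH 7.5 · Also added – cytochrome c with DEVD-Rh110 · Timing – 30 min compound preincubation, 50 min activation, room temperature · Detection – Rh110 fluorescence, excitation 480 nm, emission 540 nm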
UBC13 inh: human UBC13 polyubiquitination inhibition; P61088; UBC13 polyubiquitin chain formation, TR-FRET; inhibition, % at 20 µM; 0.47% of 330,000 active; in the data active = inhibition above about 45%, passing the limit was not always enough
SENP8 block: inhibitors of human SENP8 protease | Q96LD8 | purified SENP8, Z-RLRGG-aminoluciferin cleavage, luminescence | inhibition, % at 10 µM | 1.2% of 330,000 active | AID 2540
Gli-Sufu antag: Gli-Sufu pathway antagonism. Sufu-KO-LIGHT fibroblasts, Gli luciferase reporter luminescence. inhibition, % at 5 µM. 0.74% of 340,000 active;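 active = inhibition above about 55%, limit read from the data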;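 note: 0% = DMSO-treated cells and 100% = wells with medium but no cells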
CCR6 antag: blocks CCL20-driven beta-arrestin recruitment at human CCR6. 0.49% of 340,000 active. inhibition, % at 20 µM. CHO-K1 CCR6 PathHunter beta-arrestin, luminescence, CCL20-stimulated;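 active = compounds whose inhibition of the agonist-driven luminescence signal at 20 µM reaches about 50%, limit read from the data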;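 note: cells stimulated with CCL20 at 14 nM final; plate controls were DMSO with CCL20 for no effect and DMSO without agonist for full effect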
* = called active by the depositor. Cut-off read from the data, not from the text of the source, unless noted: active = inhibition above about 50%; inactive = the rest. Some of the compounds tested. The share of hits here may be higher or lower than overall.

CCC1(c2ccccc2)NC(=O)N(CC(=O)c2ccc3c(c2)OCO3)C1=O (stereo unspecified) was read as Jurkat NFkB inh 20, 697 NFkB inh -1, EBI2 antag -1, Apaf1 inhib 8, UBC13 inh -9, SENP8 block 2, Gli-Sufu antag -6 and CCR6 antag 1.
`COC(=O)c1ccccc1NC(=S)N1CCN(c2ccccn2)CC1` gave Jurkat NFkB inh 1, 697 NFkB inh -1, EBI2 antag -2, Apaf1 inhib 3, UBC13 inh -1, SENP8 block -6, Gli-Sufu antag -1 and CCR6 antag 11.
`CC1CCCC(C)N1C(=O)COC(=O)C12CC3CC(CC(Cl)(C3)C1)C2` (stereo unspecified) gave Jurkat NFkB inh 0, 697 NFkB inh 16, EBI2 antag -10, Apaf1 inhib -2, UBC13 inh -1, SENP8 block 2, Gli-Sufu antag -2 and CCR6 antag 8.
COCCn1c(NC(=S)NC(=O)C2CC2)cc(=O)[nH]c1=O was read as Jurkat NFkB inh 0, 697 NFkB inh 17, EBI2 antag 1, Apaf1 inhib -6, UBC13 inh 5, SENP8 block 2, Gli-Sufu antag -1 and CCR6 antag 18.
Screening N#Cc1c(NC(=O)CSc2ncn(-c3ccccc3)n2)sc2c1CCCC2 returned Jurkat NFkB inh 3, 697 NFkB inh 10, EBI2 antag 3, Apaf1 inhib 23, UBC13 inh 4, SENP8 block 6, Gli-Sufu antag -5 and CCR6 antag 9.
For CCOC(=O)C1CCCN(C(=O)Nc2cccc(Cl)c2)C1 (stereo unspecified) the results were Jurkat NFkB inh 8, 697 NFkB inh 10, EBI2 antag 2, Apaf1 inhib -6, UBC13 inh 4, SENP8 block -2, Gli-Sufu antag 8 and CCR6 antag -3.
`CSc1nc2ccccc2s1` gave Jurkat NFkB inh -3, 697 NFkB inh 2, EBI2 antag -1, Apaf1 inhib -4, UBC13 inh 2, SENP8 block -1, Gli-Sufu antag 2 and CCR6 antag 4.
CCOC(=O)c1c(C)[nH]c(C(=O)CN2C(=O)NC(C)(CC(C)C)C2=O)c1C (stereo unspecified) was read as Jurkat NFkB inh 0, 697 NFkB inh 7, EBI2 antag 3, Apaf1 inhib 4, UBC13 inh -3, SENP8 block -3, Gli-Sufu antag -1 and CCR6 antag 1.
`COc1ccc(NCc2nnc(SCc3ccccc3)n2-c2ccc(OC)cc2)cc1` gave Jurkat NFkB inh -7, 697 NFkB inh -15, EBI2 antag 6, Apaf1 inhib 27, UBC13 inh -4, SENP8 block -8, Gli-Sufu antag 8 and CCR6 antag -1.
For O=C(Cc1cccs1)NNC(=S)NCc1ccc(Cl)cc1 the results were Jurkat NFkB inh 4, 697 NFkB inh 5, EBI2 antag -5, Apaf1 inhib 1, UBC13 inh 0, SENP8 block -6, Gli-Sufu antag -10 and CCR6 antag -12.
For COc1ccccc1-n1c(SCC(=O)Nc2ccccc2F)nc2[nH]ncc2c1=O the results were Jurkat NFkB inh -6, 697 NFkB inh -3, EBI2 antag -14, Apaf1 inhib 9, UBC13 inh -17, SENP8 block -5, Gli-Sufu antag 6 and CCR6 antag 10.
For CCCCn1c(SC(C)C(=O)c2ccc(OC)cc2)nc2cc(S(N)(=O)=O)ccc21 (stereo unspecified) the results were Jurkat NFkB inh 0, 697 NFkB inh 12, EBI2 antag 14, Apaf1 inhib 11, UBC13 inh 2, SENP8 block -12, Gli-Sufu antag 4 and CCR6 antag 11.

By substructure, the compounds so far containing an NH in an aromatic ring (3)
COCCn1c(NC(=S)NC(=O)C2CC2)cc(=O)[nH]c1=O was read as Jurkat NFkB inh 0, 697 NFkB inh 17, EBI2 antag 1, Apaf1 inhib -6, UBC13 inh 5, SENP8 block 2, Gli-Sufu antag -1 and CCR6 antag 18.
CCOC(=O)c1c(C)[nH]c(C(=O)CN2C(=O)NC(C)(CC(C)C)C2=O)c1C (stereo unspecified) was read as Jurkat NFkB inh 0, 697 NFkB inh 7, EBI2 antag 3, Apaf1 inhib 4, UBC13 inh -3, SENP8 block -3, Gli-Sufu antag -1 and CCR6 antag 1.
For COc1ccccc1-n1c(SCC(=O)Nc2ccccc2F)nc2[nH]ncc2c1=O the results were Jurkat NFkB inh -6, 697 NFkB inh -3, EBI2 antag -14, Apaf1 inhib 9, UBC13 inh -17, SENP8 block -5, Gli-Sufu antag 6 and CCR6 antag 10.

Carrying on:
CCOc1ccc2ncc(C(=O)c3ccc(OC)cc3)c(N3CCN(CC)CC3)c2c1 was read as Jurkat NFkB inh -8, 697 NFkB inh 12, EBI2 antag -6, Apaf1 inhib 0, UBC13 inh 4, SENP8 block 5, Gli-Sufu antag 2 and CCR6 antag 7.
`COc1ccccc1NC(=O)Cc1nnc(SCC(=O)Nc2ccccc2F)n1C` gave Jurkat NFkB inh -14, 697 NFkB inh 15, EBI2 antag 1, Apaf1 inhib -4, UBC13 inh -3, SENP8 block 4, Gli-Sufu antag -3 and CCR6 antag 10.
COC(=O)c1ccccc1NC(=O)c1ccc(COc2cccc3ccccc23)o1 was read as Jurkat NFkB inh 10, 697 NFkB inh 2, EBI2 antag 8, Apaf1 inhib 27, UBC13 inh -8, SENP8 block 0, Gli-Sufu antag -3 and CCR6 antag 1.
For CCN(CC)CCNc1nc(-c2ccc(OC(F)F)cc2)c(C)s1 the results were Jurkat NFkB inh -10, 697 NFkB inh 12, EBI2 antag 8, Apaf1 inhib 2, UBC13 inh 18, SENP8 block -5, Gli-Sufu antag 27 and CCR6 antag 10.
For CN(C)c1ccc(/C=N/NC(=O)c2ccc(Cn3cc(Br)cn3)o2)cc1 the results were Jurkat NFkB inh -17, 697 NFkB inh -47, EBI2 antag -4, Apaf1 inhib 10, UBC13 inh 12, SENP8 block -1, Gli-Sufu antag -36 and CCR6 antag 12.
For CC(=O)Nc1ccc(Sc2ccccc2C(=O)O)cn1 the results were Jurkat NFkB inh -4, 697 NFkB inh 8, EBI2 antag 4, Apaf1 inhib 28, UBC13 inh 0, SENP8 block 7, Gli-Sufu antag 0 and CCR6 antag 10.
For CCOC(=O)c1c(NC(=O)C2C3C=CC(C3)C2C(=O)O)sc2c1CCCC2 (stereo unspecified) the results were Jurkat NFkB inh -3, 697 NFkB inh 9, EBI2 antag -7, Apaf1 inhib 7, UBC13 inh -3, SENP8 block 2, Gli-Sufu antag -4 and CCR6 antag 19.
For COc1ccccc1C(=O)Nc1ccc2c(c1)nc(CCNC(=O)c1ccccc1)n2C the results were Jurkat NFkB inh 54*, 697 NFkB inh -28, EBI2 antag 4, Apaf1 inhib -1, UBC13 inh 4, SENP8 block -3, Gli-Sufu antag -33 and CCR6 antag 9.
COc1ccc(NC(=O)/C(C#N)=C\c2cc(C)n(-c3ccc(Oc4ccc([N+](=O)[O-])cn4)cc3)c2C)cc1 was read as Jurkat NFkB inh 27, 697 NFkB inh -23, EBI2 antag -4, Apaf1 inhib 4, UBC13 inh -26, SENP8 block 1, Gli-Sufu antag 1 and CCR6 antag -5.
For CCCCOCP(=O)(CCCC)COCCCC the results were Jurkat NFkB inh 7, 697 NFkB inh 15, EBI2 antag -3, Apaf1 inhib 4, UBC13 inh 5, SENP8 block -4, Gli-Sufu antag 0 and CCR6 antag -13.
CCN(CC)CCCN1C(=O)c2oc3ccccc3c(=O)c2C1c1cccc(OC)c1OC (stereo unspecified) was read as Jurkat NFkB inh -2, 697 NFkB inh 16, EBI2 antag -9, Apaf1 inhib -7, UBC13 inh 7, SENP8 block 2, Gli-Sufu antag -7 and CCR6 antag -3.
`O=c1[nH]c(/C=C/c2ccc([N+](=O)[O-])cc2)c([N+](=O)[O-])c(=O)[nH]1` gave Jurkat NFkB inh 12, 697 NFkB inh 8, EBI2 antag -5, Apaf1 inhib 7, UBC13 inh -3, SENP8 block -24, Gli-Sufu antag 2 and CCR6 antag 2.
Screening CC(=O)c1cccc(N(CC(=O)Nc2cc(C)cc(C)c2)S(C)(=O)=O)c1 returned Jurkat NFkB inh 26, 697 NFkB inh 11, EBI2 antag 13, Apaf1 inhib 16, UBC13 inh -1, SENP8 block 4, Gli-Sufu antag -2 and CCR6 antag 7.
Screening COc1ccc(C2CC(c3ccc([N+](=O)[O-])cc3)=NN2C(=O)c2ccccc2)cc1OC (stereo unspecified) returned Jurkat NFkB inh -1, 697 NFkB inh 5, EBI2 antag 17, Apaf1 inhib 13, UBC13 inh -13, SENP8 block -9, Gli-Sufu antag 1 and CCR6 antag 10.
`CCCn1c(CN2CCN(C(=O)OCC)CC2)nc2cc(NC(=O)C(C)C)ccc21` gave Jurkat NFkB inh 14, 697 NFkB inh -23, EBI2 antag -2, Apaf1 inhib 5, UBC13 inh -5, SENP8 block 7, Gli-Sufu antag -6 and CCR6 antag 7.
Screening O=C(NCc1ccco1)c1ccccc1NS(=O)(=O)c1cccs1 returned Jurkat NFkB inh 3, 697 NFkB inh 13, EBI2 antag 7, Apaf1 inhib 2, UBC13 inh 6, SENP8 block 1, Gli-Sufu antag 21 and CCR6 antag -3.
For CCN(CC)CCNc1nc2cc(OC)c(OC)cc2c2nc(-c3ccccc3)nn12 the results were Jurkat NFkB inh -72, 697 NFkB inh 17, EBI2 antag 6, Apaf1 inhib 18, UBC13 inh 45, SENP8 block -2, Gli-Sufu antag 1 and CCR6 antag 6.
Screening S=C(NCCc1ccc(Cl)cc1)Nc1ccc(Cl)cc1Cl returned Jurkat NFkB inh -17, 697 NFkB inh -16, EBI2 antag 5, Apaf1 inhib 17, UBC13 inh -6, SENP8 block -1, Gli-Sufu antag -11 and CCR6 antag 28.
`COc1cccc(C2c3[nH]c4ccccc4c3CCN2C(=O)Cn2cncn2)c1OC` (stereo unspecified) gave Jurkat NFkB inh 8, 697 NFkB inh 0, EBI2 antag 6, Apaf1 inhib 4, UBC13 inh -2, SENP8 block -6, Gli-Sufu antag 11 and CCR6 antag 0.
FC(F)(F)c1nnc2c(Sc3ccccn3)nc3ccccc3n12 was read as Jurkat NFkB inh -22, 697 NFkB inh -85, EBI2 antag 3, Apaf1 inhib 8, UBC13 inh -22, SENP8 block -3, Gli-Sufu antag -10 and CCR6 antag -17.
CC(C)NC(=O)CSc1nnc(CNC(=O)OC(C)(C)C)n1C was read as Jurkat NFkB inh 1, 697 NFkB inh -9, EBI2 antag -2, Apaf1 inhib -25, UBC13 inh -8, SENP8 block -1, Gli-Sufu antag -9 and CCR6 antag -3.
`CCCC(=O)c1c[nH]c(C(=O)NCc2cccnc2)c1` gave Jurkat NFkB inh 0, 697 NFkB inh 2, EBI2 antag 6, Apaf1 inhib -13, UBC13 inh 2, SENP8 block -5, Gli-Sufu antag 1 and CCR6 antag -10.
`COc1ccc(/C=N/Nc2ncnc3c2[nH]c2ccccc23)c(OC)c1OC` gave Jurkat NFkB inh -4, 697 NFkB inh -8, EBI2 antag -6, Apaf1 inhib -8, UBC13 inh -2, SENP8 block 0, Gli-Sufu antag -3 and CCR6 antag -1.
For Cc1ccc2c(c1)c(C1=c3ccccc3=NC1=O)c(O)n2C the results were Jurkat NFkB inh 4, 697 NFkB inh -3, EBI2 antag 6, Apaf1 inhib 5, UBC13 inh -8, SENP8 block -6, Gli-Sufu antag 6 and CCR6 antag 51*.
CCOC(=O)N1CCC(NC(=O)C2CCN(C(=O)c3cc4sccc4n3CC)CC2)CC1 was read as Jurkat NFkB inh -3, 697 NFkB inh -2, EBI2 antag -2, Apaf1 inhib -20, UBC13 inh -3, SENP8 block -1, Gli-Sufu antag 4 and CCR6 antag 16.
`O=C(NCc1ccc2c(c1)OCO2)c1nc(S(=O)(=O)Cc2ccccc2F)ncc1Cl` gave Jurkat NFkB inh -3, 697 NFkB inh -55, EBI2 antag 24, Apaf1 inhib 12, UBC13 inh 30, SENP8 block -4, Gli-Sufu antag 4 and CCR6 antag 49.
COc1ccc(NC(C)=O)cc1NC(C)C(=O)Nc1ccc(F)cc1 (stereo unspecified) was read as Jurkat NFkB inh -6, 697 NFkB inh -2, EBI2 antag 6, Apaf1 inhib 3, UBC13 inh -6, SENP8 block -14, Gli-Sufu antag 0 and CCR6 antag 15.
